Screening results (PubChem)
yeast sgs1 mgt1: NCI yeast anticancer drug screen, S. cerevisiae sgs1 mgt1 strain | growth inhibition, % at 50 µM | hit rate 10% among 78,000;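 note: 0% = growth of vehicle-only cultures of the same strain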
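This yeast growth screen uses a strain with defined DNA-repair lesions; compound-treated growth is compared with vehicle-treated growth.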
mlh1 rad18: NCI yeast anticancer drug screen, S. cerevisiae mlh1 rad18 strain. hit rate 11% among 79,000. % growth inhibition at 50 µM. AID 175;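 note: 0% = growth of vehicle-only cultures of the same strain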
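Genetically defined yeast (DNA repair-deficient) exposed to compounds; growth inhibition determined relative to vehicle.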
yeast cln2 rad14: NCI yeast anticancer drug screen, S. cerevisiae cln2 rad14 strain; AID 165; % growth inhibition at 50 µM; hit rate 8.3% among 78,000;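 note: 0% = growth of vehicle-only cultures of the same strain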
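Each compound was tested on cln2 rad14 yeast. Inhibition of growth was calculated against vehicle-exposed controls.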
yeast mec2-1: NCI yeast anticancer drug screen, S. cerevisiae mec2-1 strain | growth inhibition, % at 50 µM | hit rate 9% among 79,000 | AID 157;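 note: 0% = growth of vehicle-only cultures of the same strain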
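Yeast mec2-1 mutant treated with compound. Readout: growth inhibition vs vehicle controls.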
yeast rad50: NCI yeast anticancer drug screen, S. cerevisiae rad50 strain. growth inhibition, % at 50 µM. hit rate 10% among 79,000. AID 155;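 note: 0% = growth of vehicle-only cultures of the same strain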
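Readout: growth inhibition relative to vehicle-treated cultures. Compound exposure was carried out in a genetically defined yeast strain deficient in DNA damage repair.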
yeast bub3: NCI yeast anticancer drug screen, S. cerevisiae bub3 mutant strain. % growth inhibition at 50 µM. hit rate 9.9% among 78,000;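 note: 0% = growth of vehicle-only cultures of the same strain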
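Steps: expose the mutant yeast strain to compound; grow alongside vehicle-treated cultures; measure growth; express inhibition against the vehicle cultures.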
An asterisk follows results filed as active; nt = no result given; & = joins results of further samples; ! = not active in a repeat. Cut-off read from the data, not from the text of the source: active = growth inhibition above about 70%; inactive = the rest. Only part of the results is shown; count on the stated rates, not on these rows.

SMILES	yeast sgs1 mgt1	mlh1 rad18	yeast cln2 rad14	yeast mec2-1	yeast rad50	yeast bub3
O=C(/C=C/c1ccccc1)CCC1C(=O)NC(=O)NC1=O	-4.5	-13.6	8.2	-0.9	-17.4	-8.6
O=[N+]([O-])C1CCC(O)C([N+](=O)[O-])C1 (stereo unspecified) (tested in a mixture with another compound)	93.7*	86.8*	69.3	37.7	71.8*	13.6
CCOP(=O)(OCC)/C(C#N)=C/c1ccccc1OC	0.1	27.6	-4.7	-1.3	40.5	-14.8
NC(N)=NCCCCCCCCCCN=C(N)N	-6.0	-10.3	8.4	-20.2	0.5	-2.4
CC(C)(C)N=CN1C=Cc2nc3ccccc3cc2C1	-23.6	-33.5	1.2	-12.3	23.5	-15.9
O=C(CCl)NC(CO)C(=O)O (stereo unspecified)	-1.1	-0.5	-11.2	-20.4	3.7	4.8
O=C1NC(=O)C(CC(C(=O)C(=O)Nc2ccccc2Cl)C(=O)c2ccc3ccccc3c2)C(=O)N1 (stereo unspecified)	-6.3	-3.5	-32.8	7.8	-27.7	2.4
Cc1ccc(S(=O)(=O)OC2CCC3C4CC=C5CC(SC(=N)N)CCC5(C)C4CCC23C)cc1 (stereo unspecified)	94.1*	66.3	3.0	29.6	47.9	26.1
Nc1ccc2ncccc2c1 (tested in a mixture with another compound)	45.5	26.2	56.4	97.5*	39.2	46.5
Nc1ccc(Cl)c(C(F)(F)F)c1	-12.1	2.6	-18.4	-16.6	0.8	-1.0
O=C1O[C@H](C(Cl)(Cl)Cl)N2CCCC12 (stereo partly specified)	-2.5	-2.9	13.2	-13.9	34.1	-12.7
COC(=O)C(CCC(=O)O)NC(=O)OCc1ccccc1 (stereo unspecified)	17.6	19.5	-7.7	-1.4	40.5	4.5
NS(=O)(=O)c1ccc(N=Nc2ccc([As](=O)(O)O)cc2)cc1	18.6	19.9	19.2	6.6	43.0	3.5
CP(c1ccccc1)c1ccccc1	-8.0	-18.6	-14.1	-15.6	-22.7	11.9
NP(N)(=O)c1ccccc1	-13.8	-4.8	-42.7	-6.8	-11.9	-3.0
O=C(O)C1C2c3ccccc3C(c3ccccc32)C1C(=O)NCC1CC1 (stereo unspecified)	10.4	24.2	13.6	7.5	51.5	21.4
CCOC(=O)C1C2c3ccccc3C(c3ccccc32)C1C(=O)OCC (stereo unspecified)	80.2*	53.1	56.7	74.7*	17.3	49.0
CC(=O)Nc1nccs1.CC(=O)Nc1nccs1.[Cl][Pt][Cl]	8.8	5.1	-1.6	5.2	9.0	-1.4
O=C(Nc1ccc([As](=O)(O)O)cc1)Nc1cccc(Cl)c1Cl	-8.0	34.9	0.3	36.3	37.9	44.1
CC(=O)O[C@@]12CO[C@@H]1C[C@@H](O)[C@@]1(C)C(=O)[C@H](O)C3=C(C)[C@@H](OC(=O)[C@H](O)[C@@H](NC(=O)c4ccccc4)c4ccccc4)C[C@@](O)([C@@H](OC(=O)c4ccccc4)C12)C3(C)C (stereo partly specified)	-27.8	-51.1	15.2	-25.8	-22.1	2.8

Five compounds drawn at random from those above, as already listed:
SMILES	yeast sgs1 mgt1	mlh1 rad18	yeast cln2 rad14	yeast mec2-1	yeast rad50	yeast bub3
CP(c1ccccc1)c1ccccc1	-8.0	-18.6	-14.1	-15.6	-22.7	11.9
O=C(/C=C/c1ccccc1)CCC1C(=O)NC(=O)NC1=O	-4.5	-13.6	8.2	-0.9	-17.4	-8.6
NP(N)(=O)c1ccccc1	-13.8	-4.8	-42.7	-6.8	-11.9	-3.0
Cc1ccc(S(=O)(=O)OC2CCC3C4CC=C5CC(SC(=N)N)CCC5(C)C4CCC23C)cc1 (stereo unspecified)	94.1*	66.3	3.0	29.6	47.9	26.1
O=C(Nc1ccc([As](=O)(O)O)cc1)Nc1cccc(Cl)c1Cl	-8.0	34.9	0.3	36.3	37.9	44.1

Additional compounds:
SMILES	yeast sgs1 mgt1	mlh1 rad18	yeast cln2 rad14	yeast mec2-1	yeast rad50	yeast bub3
Cc1nccn1-c1ccc(Cl)cc1N=Cc1ccc(N(CCCl)CCCl)cc1Cl	68.5	71.5*	33.8	47.5	38.4	43.0
CC1CNC2C(=O)NC(=O)NC2N1 (stereo unspecified)	-10.2	-4.7	-5.2	1.9	3.1	5.2
CC1([N+](=O)[O-])COP(=O)(N2CCCCC2)OC1 (stereo unspecified)	8.9	-8.1	28.6	22.1	6.8	3.3
CN1CC(C(=O)NC2(C)OC3(O)C4CCCN4C(=O)C(Cc4ccccc4)N3C2=O)C=C2c3cccc4[nH]cc(c34)CC21 (stereo unspecified)	61.7&-9.3	73.0*!	40.9&-11.6	70.6*!	49.2&8.6	57.0&8.2
NC(=O)c1ccc([As](O)O)cc1N	-12.5	-9.1	-4.8	-4.9	-0.1	-11.5
CC(C)N(C(C)C)P(OCCC#N)OC1CC(n2cnc3c(=O)[nH]cnc32)OC1COC(=O)NCCCCCCNC(=O)OC(C)(C)c1ccc(-c2ccccc2)cc1 (stereo unspecified)	-27.0	-18.4	10.0	-26.4	-11.2	12.8
CCOC(=O)NP(=O)(NC1CCCCC1)NC1CCCCC1	-14.3	-3.4	-8.6	3.7	-1.6	1.4
C=C[Se](=C(C#N)C#N)c1ccccc1 (stereo unspecified)	5.8	0.7	4.3	28.0	-3.4	-16.4
Cc1ccc([As]=[As]c2ccc(C)cc2N)c(N)c1 (stereo unspecified)	-4.0	-9.6	-9.9	-2.8	-12.3	9.1
CC(C)c1cc2c(cc1O)C1(C)CCCC(C)(C)C1=CC2=O (stereo unspecified)	-8.2	-13.1	-17.0	-28.9	-1.6	-5.8
c1ccc2c(c1)c1ccccc1c1n[se]nc21	2.8	11.9	-6.2	-1.5	-4.7	7.5
CCC[CH2][Sn]([CH2]CCC)([O]C(=O)CCC(C)=O)[O]C(=O)CCC(C)=O	89.7*	91.7*	90.3*	91.7*	87.0*	88.4*
O=P(Oc1ccccc1)(Oc1ccccc1)Oc1ccccc1-c1ccccc1	10.8	43.8	-26.1	18.8	20.1	19.6
NCCCNCCCN	-4.0	-11.7	-4.3	-3.1	5.2	7.8
CS(=O)(=O)OCCN1CCN(C(=O)c2cccc3c(Nc4ccc(S(N)(=O)=O)cc4)c4ccccc4nc23)CC1	-14.1	3.1	-4.2	-0.5	-10.8	-27.3
c1ccc(N2CCNCC2)cc1	-27.2	-1.5	-28.6	4.5	-11.3	-0.8
O=P(O)(O)CCCCP(=O)(O)O.[Zn+2]	1.6	7.0	-5.1	-2.5	-3.0	3.8
CCOC(=O)C1C(c2ccco2)C2(C#N)C(=N)OC1(C)C2(C#N)C#N (stereo unspecified)	-39.5	-52.0	-0.9	12.3	3.5	-36.8
CN(Cc1ccc[n+](Cc2ccc(S(=O)(=O)F)cc2)c1)C(=O)COc1ccc(Cl)c(Cl)c1	-8.8	10.8	-24.0	-7.5	17.3	-0.9
CCC[N+](CCC)(CCC)CCC.N#CC(C#N)=C([SH2+])[SH2+].N#CC(C#N)=C([SH2+])[SH2+].N#CC(C#N)=C([SH2+])[SH2+].[Cr+3]	11.8	7.5	-35.0	10.2	-3.1	9.1
CN1CN(c2ccccc2)C2(CCN(CCC3Oc4ccccc4O3)CC2)C1=O	-0.4	3.4	-1.2	6.5	-22.4	-1.4
NC(Cc1ccc(Br)cc1)c1nn[nH]n1 (stereo unspecified)	-12.6	-1.8	25.6	-4.1	-3.6	26.7
CCCCCCCC/C=C\CCCCCCCC(=O)OCC(COC(=O)CCCCCCC/C=C\CCCCCCCC)OC(=O)N(CCCl)CCCl	-18.4	5.5	33.6	-9.2	-29.2	-24.2
CC(Br)C(N)=O (stereo unspecified)	-14.1	-13.8	-20.4	-17.8	-14.4	-4.9
CNC(=O)Oc1cc2ccccc2cc1C(=O)Nc1ccccc1	-14.4	-1.1	-16.1	1.9	1.9	12.3
N=C(N)SCc1ccc(Cl)c2ccccc12 (tested in a mixture with another compound)	92.5*	96.0*	94.8*!	89.5*	90.0*	92.8*
NC(=NC1CCCCCCCCCCC1)N[N+](=O)[O-]	nt	12.3	nt	9.6	36.1	nt
Cc1cccc(OP(=O)(Oc2cccc(C)c2)Oc2cccc(C)c2)c1	8.8	32.3	-34.4	-0.1	28.7	50.5
CCCOC(=O)c1ccccc1C(=O)OCCC	13.9	-0.6	-14.2	-6.2	-23.6	49.5
CC(Cl)CN(CC(C)Cl)c1ccc2c(c1)Cc1ccccc1-2 (stereo unspecified)	2.6	9.0	-46.9	-10.1	-20.8	23.1
Nc1ccc([As](O)O)c(C(=O)O)c1	-27.9	-35.6	-2.4	-24.1	-15.1	-26.3
CC(C)CC1N=C(NN=C(CCl)CCl)SP1(=O)NNc1ncccn1 (stereo unspecified)	8.9	2.9	44.0	10.6	10.7	-1.1
O=[N+]([O-])O.c1ccc([As+](c2ccccc2)(c2ccccc2)c2ccccc2)cc1	97.0*	95.8*	97.6*	97.9*	97.0*	97.0*
CCN1C(=O)C(=Cc2ccc(-c3ccccc3)cc2)C(=O)N(CC)C1=S	23.1	20.4	16.9	-5.5	32.4	15.4
CC(Oc1ccccc1)C(=O)NN (stereo unspecified)	-5.0	-37.3	-7.1	-16.4	-15.8	-2.2
O=C(O)c1ccccc1N=Nc1ccc(N(CCCl)CCCl)cc1	-2.9&3.7	8.2&31.1	20.6&10.8	-11.7&14.2	13.4&21.6	-4.5&16.7
CCC[CH2][Sn]([Cl])([Cl])[CH2]CCC.c1ccncc1	98.2*	98.0*	98.3*	97.5*	95.5*	98.2*
Cc1cccc(NC(=O)C(=O)C2C(=O)NC(=O)NC2=O)c1C	-14.0	12.2	7.2	13.8	0.7	20.2
O=C1NC2(CCCCC2)C(=O)N1CCCN(CCCl)CCCl	10.4	5.2	-36.9	-10.9	-1.9	11.1
C=CC[N+]12CN3CN(CN(C3)C1)C2	59.8	10.2	7.5	20.6	29.8	2.1
CS(=O)(=O)C(Cl)Cl	0.8	19.8	-2.5	-4.8	-1.5	6.3
CC(=O)OCC12CN(C#N)C3C4COC(CC41)C1(C(=O)N(C)c4ccccc41)C32 (stereo unspecified)	5.5	-15.7	16.7	25.7	34.9	17.6
Cc1ccc2cc3c(ccc4ccccc43)c3c2c1CC3	-2.8	1.9	-3.4	-23.9	-9.1	13.3
CC#C[P+](c1ccccc1)(c1ccccc1)c1ccccc1	92.8*	88.8*	90.8*	92.9*	91.2*	90.2*
CP1(=S)CCC2=C1CCc1cc(O)ccc12 (stereo unspecified)	0.4	21.4	-29.8	-31.8	14.4	-3.6
CC1(C)N=C(N)N=C(N)N1c1ccc(CCc2ccc(Cl)c(S(=O)(=O)F)c2)c(Cl)c1	99.3*	99.7*	93.8*	99.5*	99.3*	98.3*
C/C(=N\NC(=S)N1CC2CCC(CC2)C1)c1nccs1	87.0*	nt	87.2*	nt	nt	86.5*
CC(=O)C1C2c3ccccc3C(c3ccccc32)C1C (stereo unspecified)	65.0	69.5	30.5	10.4	77.6*	45.1
S=P(Nc1ccccc1)(Nc1ccccc1)Oc1ccccc1	99.2*	97.5*	98.7*	99.0*	99.0*	98.7*
Cn1cc(NC(=O)c2cc(NC(=O)CN=C(N)N)cn2C)cc1C(=O)NCCC(=N)N	84.6*	85.5*	68.5	87.5*	89.2*	87.3*
O=C(O)CCCC(=O)CCCC(=O)O.[Pb]	-11.7	-4.1	-36.1	-27.3	-20.0	2.0
C=CCN1C(=O)NC(=O)/C(=C/c2c3ccccc3cc3ccccc23)C1=O	82.2*	85.0*	-22.6	47.7	69.2	88.0*
Cn1cnc([N+](=O)[O-])c1SCC(N)C(=O)O (stereo unspecified)	-22.4	-23.1	-5.0	12.9	-17.2	-3.5
CCCCOP(=O)(OCCCC)Oc1cccc([N+](=O)[O-])c1	18.9	14.5	28.2	46.1	6.6	42.3
OP(=S)(OCc1ccccc1)OCc1ccccc1	6.0	4.5	-13.8	19.6	18.9	17.9
O=S(=O)(CCl)C(Cl)(Cl)Cl	97.0*!	95.8*!	83.6*!	94.6*!	94.5*!	92.7*!
CC1(C)C(=O)C=CC2(C)C3CCC4(C)C(O)CCC4(C)C3CCC12 (stereo unspecified)	7.2	20.1	-30.1	-10.2	9.6	13.8
CC(C)N1CN(c2ccccc2)C2(CCN(CCCC(=O)c3ccc(F)cc3)CC2)C1=O	24.9	14.4	-31.2	-20.2	16.8	24.6
COc1cccc(C)c1C1CC2CCCN2O1 (stereo unspecified)	6.0	5.3	9.4	5.5	16.6	14.7
